Screening results deposited in PubChem BioAssay by National Center for Advancing Translational Sciences (NCATS).
PLK1 PBD inh: inhibitors of human PLK1 polo-box domain binding; P53350; Plk1 PBD binding of FITC phosphopeptide, fluorescence polarization; Potency, µM, for the others: max response, negative = inhibition, usual class: inhibitors; actives 2.8% (n = 360,000); AID 720504; also: potency is read from the fitted curve at half-maximal effect; series mostly up to about 57 µM; % is scaled to controls: 0 for no effect and ±100 for the full control effect; nearly all actives have a fitted effect of over 65% in size
Target sequence (P53350 whole entry, looked up, the tested form may be a part): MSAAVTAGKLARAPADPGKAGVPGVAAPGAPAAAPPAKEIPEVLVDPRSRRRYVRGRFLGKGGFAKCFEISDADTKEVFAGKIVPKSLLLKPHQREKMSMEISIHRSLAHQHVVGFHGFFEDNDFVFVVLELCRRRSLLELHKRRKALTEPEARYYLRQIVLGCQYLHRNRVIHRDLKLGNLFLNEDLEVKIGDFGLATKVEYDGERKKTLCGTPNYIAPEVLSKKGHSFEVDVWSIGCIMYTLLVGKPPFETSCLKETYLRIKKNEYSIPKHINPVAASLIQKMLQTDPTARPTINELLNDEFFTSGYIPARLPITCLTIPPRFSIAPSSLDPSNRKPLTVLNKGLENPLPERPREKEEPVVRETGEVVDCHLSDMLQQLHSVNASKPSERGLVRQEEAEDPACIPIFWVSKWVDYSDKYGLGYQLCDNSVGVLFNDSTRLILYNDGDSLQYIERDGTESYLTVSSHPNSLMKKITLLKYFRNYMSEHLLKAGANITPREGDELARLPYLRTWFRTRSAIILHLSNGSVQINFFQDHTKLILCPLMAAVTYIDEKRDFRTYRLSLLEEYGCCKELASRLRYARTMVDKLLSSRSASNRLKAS
WRN inhibitor: blocks human WRN helicase; actives 0.46% (n = 360,000); WRN helicase unwinding, fluorescent forked duplex, kinetic; Q14191; Potency, µM (top dose mostly 114 µM), without a hit: top-dose activity change, negative = inhibition, most hits filed as inhibitors; AID 651768; also: potency is read from the fitted curve at half-maximal effect; % is scaled to controls: 0 for no effect and ±100 for the full control effect; nearly all actives have a fitted effect of over 55% in size
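WRN at 20 nM final was preincubated with compound for 15 min at room temperature; reaction started with 100 nM forked duplex oligonucleotide carrying fluorophore and quencher plus 2 mM ATP (final). Unwinding followed kinetically by red fluorescence (ex 525/em 598 nm).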
Abeta yeast res: A-beta toxicity reversal in yeast | Potency, µM (titrated, usually from 46.1 µM), without a hit: at the highest dose growth rescue, most hits filed as activators | AID 1347071 | actives 0.063% (n = 410,000) | yeast expressing A-beta42, growth rescue, OD600, 48 h; response scale: 0% DMSO, 100% iron-clioquinol control; also: potency is read from the fitted curve at half-maximal effect; nearly all actives have a fitted effect of over 55% in size
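Yeast growth medium received pinned compounds, then yeast cells expressing toxic A-beta were added; plates incubated at 30 C for 48 hr. Growth read as absorbance at 600 nm, normalized to DMSO and equimolar FeCl3 plus clioquinol controls.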
PI5P4K alpha inh: inhibitors of human PI5P4K alpha; AID 652105; actives 1.2% (n = 330,000); max response, %; PI5P4Kalpha enzyme, ADP-Glo luminescence, 60 min; hits give low values; active = max response of -50% or lower; inconclusive = between -30% and -50%; inactive = -30% or higher; also: value at the top dose of about 77 µM; % is scaled to controls: 0 for no effect and ±100 for the full control effect
Target sequence (P48426 whole entry, looked up): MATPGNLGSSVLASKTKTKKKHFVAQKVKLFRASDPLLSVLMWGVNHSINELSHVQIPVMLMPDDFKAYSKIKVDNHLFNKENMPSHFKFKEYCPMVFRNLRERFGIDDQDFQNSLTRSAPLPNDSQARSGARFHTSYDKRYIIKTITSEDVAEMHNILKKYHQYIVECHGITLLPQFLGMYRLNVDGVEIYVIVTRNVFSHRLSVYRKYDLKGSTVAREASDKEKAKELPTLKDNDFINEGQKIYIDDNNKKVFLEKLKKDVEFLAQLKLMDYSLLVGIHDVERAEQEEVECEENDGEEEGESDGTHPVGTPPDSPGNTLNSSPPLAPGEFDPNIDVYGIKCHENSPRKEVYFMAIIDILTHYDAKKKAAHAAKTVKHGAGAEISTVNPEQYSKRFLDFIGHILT
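ADP-Glo luminescence end-point after a 60 min room-temperature kinase reaction. PI5P4Kalpha and substrate in HEPES pH 7.4 buffer with EGTA, 0.1% CHAPS and 5% DMSO; ATP at 5 microM final.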
EPAC1 ag: activates human EPAC1 exchange factor; EPAC1 agonist qHTS, biochemical assay; response scale: 100% = response to 6.5 mM cAMP; Potency, µM (doses to about 154 µM), for the others: at the highest dose activation, hits mostly activators; O95398; AID 720707; actives 0.073% (n = 360,000); also: potency is read from the fitted curve at half-maximal effect; nearly all actives have a fitted effect of over 60% in size
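Compounds were pinned as a concentration titration into mixtures of EPAC1 (100 nM), BODIPY-GDP-loaded Rap1B (250 nM) and GDP (50 uM). After 5 min at room temperature, fluorescence was followed for 30 min; activity was scaled to 6.5 mM cAMP.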
FUS yeast rescue: FUS proteinopathy suppression in yeast; S. cerevisiae FUS-expressing, growth rescue, OD600, 24 h; Potency, µM (highest dose often 76.6 µM), inactives show top-dose growth rescue (activation), actives largely listed as activators; actives 0.24% (n = 390,000);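 also: potency is read from the fitted curve at half-maximal effect; plate controls were DMSO vehicle for no effect and reference control for full effect; nearly all actives have a fitted effect of over 55% in size; some results filed as inactive show a strong effect at the top dose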
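FUS-expressing yeast, raffinose-pregrown, induced in 2% galactose minimal medium at OD 0.005; compounds in a dilution series, 24hr at 30C. Growth restoration read as absorbance at 600 nm. CP55940 positive control, DMSO negative.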
EPAC1 antagonist: antagonists of human EPAC1; O95398; EPAC1 GEF assay, Rap1b-BODIPY-GDP exchange fluorescence; Potency, µM (doses to about 115 µM), for inactives: at the top dose activity change, negative = inhibition, most hits filed as inhibitors; actives 0.14% (n = 360,000);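 also: potency is read from the fitted curve at half-maximal effect; plate controls were vehicle for no effect and positive control for full effect; nearly all actives have a fitted effect of over 50% in size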
IL-2 act: IL-2 activation. IL-2 activation reporter assay, cell-based qHTS; stimulated with anti-CD3/CD4/CD28 beads; in transgenic mouse T cells. activation, % (series mostly up to about 46 µM). actives 0.065% (n = 360,000). AID 652025; in the data active = activation above about 50%; inconclusive = mostly about 30% to 49%; also: 0% is about no effect
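First, unstimulated transgenic mouse T cells were exposed to compound for 60 min. Next, anti-CD3/anti-CD4-coated beads with anti-CD28 were added. Finally, after 18 h at 37 degrees C, EGFP and DsRed were imaged.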
* hit, by the source's call; u = inconclusive; x = no result given; [ ] = remark or other dose. Unless noted, calls follow the shape of the dose curve; as a rule, active = well fitted curve in the direction sought with a large enough effect; inconclusive = small, poorly fitted or top-dose-only effect, or another doubt; inactive = no such curve, though single readings can be large; an effect the other way counts as inactive or inconclusive. These rows are one share of the data; count on the stated rates, not on these rows.

SMILES	PLK1 PBD inh	WRN inhibitor	Abeta yeast res	PI5P4K alpha inh	EPAC1 ag	FUS yeast rescue	EPAC1 antagonist	IL-2 act
CCC(=O)[C@@H](C)[C@@H](O)[C@H](C)C[C@@H](C)C1OC(=O)C[C@@]2(O)CC=C(C)C(O2)C(C)=CCCC[C@H](O[C@H]2C[C@@H](OC(N)=O)[C@H](O)[C@@H](C)O2)C=C[C@H](C)C[C@H]1C (some centres not stated)	1%	-1%	-82%[inhibitor]	11	-18%	4%	-18%	-0.9
O=C(c1ccccc1[N+](=O)[O-])N1CCC2(CC1)OCCO2	-15%	u	3%	5	3%	18%	-10%	0.1
CCCCCSc1cc(OC)c(CCN)cc1OC	-6%	-13%	8%	7	1%	-4%	-11%	0.0
CC1CCC(N2CCN(C(=O)COc3ccccc3)CC2)CC1 (configuration not stated)	-6%	2%	-13%	-8	-3%	13%	2%	0.9
O=C(CSC1c2ccccc2-c2ccccc21)N/N=C/c1ccccc1	0%	-24%[57.1 µM]	-5%	x	25%	9%	4%	1.2
COC(=O)C(Cc1ccc(N(CCCl)CCCl)cc1)N=Cc1ccccc1O (configuration not stated)	u	11%	-1%	-10	17%	7%	-16%	-0.7
Cc1ccc(C2NC(=S)NC(c3ccc(C)cc3)C23C(=O)NC(=O)NC3=O)cc1 (configuration not stated)	-4%	9%	6%	3	0%	16%	10%	-0.5
O=C1N(CN2CCOCC2)c2ccccc2C1(O)c1c[nH]c2ccccc12 (configuration not stated)	-9%	4%	-3%	x	-1%	10%	4%	-0.7
Nc1ccc(CC(N)c2csc(Nc3ncccn3)n2)cc1 (configuration not stated)	-10%	-5%	31%	-7	-21%	-5%	7%	0.5
O=[N+]([O-])c1ccccc1CN1CC=C(c2ccc(F)cc2)CC1	-23%	1%	-7%	11	8%	-7%	-7%	-0.1
CCCNC(=O)N1[C@H]2CC[C@@H]1C(C(=O)OC)=C(c1ccc(C(C)=O)cc1)C2	-4%	8%	2%	0	-5%	-18%	8%	-1.7
C=CCCC[C@@H]1OC(=O)CNC(=O)C([C@@H](C)CC)NC(=O)[C@@H]2CCCN2C(=O)C([C@@H](C)CC)OC(=O)[C@H](Cc2ccccc2)N(C)C(=O)[C@H](C(C)C)NC(=O)C1(C)C (some centres not stated)	-19%	1%	-31%	3	-26%	4µM*	u	-0.6
CCCCC(=O)N/N=C/c1c(O)n(Cc2ccc(F)cc2)c(=O)[nH]c1=O	0%	-35%	0%	-17	6%	-5%	-3%	3.1
c1ccc(CN2CCN(Cc3ccc4c(c3)OCCO4)CC2)cc1	-4%	-3%	-5%	2	5%	18%	6%	0.1
O=c1[nH]c(=O)n(CCc2ccccc2)c(O)c1C=NCCN1CCNCC1	-5%	-5%	-11%	0	2%	35%	23%	-0.3
Cc1cc(C)cc(N2C(=O)/C(=C\c3ccc(N4CCN(C)CC4)o3)C(=O)NC2=S)c1	119%[activator]	-19%	-1%	-9	u	19%	24%	0.2
CN1C(=O)CN=C(c2ccccc2Cl)c2cc(Br)ccc21	-7%	-3%	-16%	-1	0%	11%	-15%	-0.8
O=C(NC(=S)N1C[C@H]2C[C@H](C1)c1cccc(=O)n1C2)c1ccc(Cl)cc1Cl	-21%	1%	4%	-1	-12%	-5%	0%	0.4
C=CCn1c(O)c(C(C)=Nc2cc(OC)ccc2OC)c(=O)[nH]c1=O	-6%	-12%	-15%	7	6%	17%	1%	4.3
COP(=O)(OC)C1(Nc2ccc(C)cc2)CCCCC1	-3%	0%	-2%	3	-5%	0%	-16%	-0.3
O=[N+]([O-])CCO	0%	4%	-21%	-2	-20%	-22%	0%	0.4
CC1(C)CN2C(c3ccc(Cl)cc3)N2C1 (configuration not stated)	-2%	-4%	0%	-6	2%	-9%	-22%	1.5
C[C@H]1CN([C@@H](C)CO)C(=O)CCCn2nncc2CO[C@H]1CN(C)C(=O)Oc1cccc2ccccc12	-10%	0%	-8%	-4	6%	20%	-21%	-1.4
CCN1C(=O)NC(=O)/C(=C\c2cn(CC(=O)N3CCCC3)c3ccccc23)C1=O	u	-20%	-7%	-11	10%	3%	-11%	0.1
CCC1CN1P(=O)(c1ccccc1)N1CC1CC (configuration not stated)	-7%	-23%	0%	1	9%	22%	0%	0.0

(cont.)
SMILES	PLK1 PBD inh	WRN inhibitor	Abeta yeast res	PI5P4K alpha inh	EPAC1 ag	FUS yeast rescue	EPAC1 antagonist	IL-2 act
O=C1c2ccccc2-c2cc3ccccc3cc21	5%	9%	-10%	20	6%	x	2%	-2.5
Cc1ccc[n+](CC(O)Cn2c3ccccc3c3ccccc32)c1 (configuration not stated)	-5%	u	-10%	-1	0%	-7%	-17%	1.9
O=C(CCN1CCN(c2ccccc2)CC1)c1ccc(Br)cc1	8.4µM*	-9%	-13%	1	0%	-19%	-5%	-0.6
Cc1ccc(C2(O)CN3CCC2CC3)cc1 (configuration not stated)	-1%	-5%	-9%	4	-8%	-30%	6%	-0.6
Cc1cc(C=C2C(=O)NC(=S)NC2=O)c(C)n1-c1ccc2c(c1)OCO2	2.7µM*	u	u	-72*	-6%	x	56µM*	-0.5
Cc1oc(-c2cccs2)nc1CSCC(=O)N1CCC2(CC1)OCCO2	-12%	0%	1%	8	8%	12%	13%	-1.6
COC(=O)C1=C(c2cc3ccccc3o2)C[C@@H]2CC[C@H]1N2C(=O)N1CCC(C)CC1	3%	4%	-2%	0	-12%	37%	-7%	-0.7
C#CC1(O)CCC2C3CCC4=C/C(=N/OCC(=O)NCC(=O)NC(C(=O)O)C(C)C)CC[C@]4(C)C3CC[C@@]21C (some centres not stated)	-11%	8%	19%	2	-9%	8%	22%	-2.6
CCOP1(=O)C=C(Sc2ccc([N+](=O)[O-])cc2[N+](=O)[O-])C(C)(C)O1 (configuration not stated)	u	-3%[11.6 µM]	-33%[inhibitor]	-3	9%	x	-13%	-0.2
CC(C(=O)Nc1ccc(Br)cc1C(=O)c1ccccc1)N1CCCCC1 (configuration not stated)	-6%	-1%	0%	0	-7%	1%	6%	0.3
COc1ccc(C(CC(=O)N2CCC3(CC2)OCCO3)NS(=O)(=O)c2ccc(OC)cc2)cc1 (configuration not stated)	-7%	0%	-2%	1	13%	12%	4%	0.4
Cc1ccccc1CN1CCN(Cc2ccccc2)CC1	-10%	-4%	-4%	-2	2%	-28%	-21%	0.3
COc1ccc2[nH]cc(CCN(C)C)c2c1	3%	3%	3%	1	-21%	-32%	-14%	0.0
CN1[C@@H]2CCC[C@H]1CC(=O)C2	-27%	11%	-19%	-2	-18%	-44%	-4%	-0.2
C#CCN[C@H](C)Cc1ccccc1	-1%	4%	-13%	1	-16%	-43%	5%	0.1
CC[N+](CC)(CC)CCCCCCCCCC[N+](CC)(CC)CC	4%	1%[57.1 µM]	5%	x	-2%	-4%	8%	-2.5
O=c1[nH]c(=S)n(C2CC2)c(O)c1C=NCCN1CCOCC1	-2%	-32%	-14%	1	-1%	-28%	14%	-0.4
COc1ccc(C(c2nnnn2-c2ccc(OC)cc2)N2CCC3(CC2)C(=O)NCN3c2ccccc2)cc1 (configuration not stated)	-4%	-4%	-7%	1	6%	37%	-4%	-0.1
COC(=O)C1=C(c2cccc(C#N)c2)C[C@@H]2CC[C@H]1N2C(=O)NCCNC(C)=O	8%	-5%	16%	2	10%	-29%	-8%	-0.2
CCN(CC)C(=O)Oc1ccc(NC(=O)N2CCOCC2)cc1	-8%	2%	-17%	4	4%	-13%	-12%	-0.1
CC(C)NS(=O)(=O)c1ccc(OCC(=O)N2CCN(Cc3ccc4c(c3)OCO4)CC2)c(Cl)c1	-1%	-3%	4%	x	3%	-17%	0%	-2.1
CCn1c(C)c(C(=O)Nc2ccc(OC)cc2)c2cc(OC)ccc21	-8%	-4%	-7%	0	-5%	-12%	-1%	0.0
O=c1c2ccccc2nc(/C=C/c2ccc(O)cc2)n1-c1ccccc1O	19%	0%	-3%	-5	-3%	-17%	0%	-0.2
O=C1CN=C(c2ccccc2)c2cc(Br)ccc2N1Cc1cc(=O)n2ccccc2n1	0%	-4%	-32%[inhibitor]	-6	-4%	x	13%	-2.4
C/C(=N\NP(=S)(c1ccccc1)c1ccccc1)c1ccc(O)cc1O	u	-30%	2%	2	17%	-18%	u	-0.6

Next records
SMILES	PLK1 PBD inh	WRN inhibitor	Abeta yeast res	PI5P4K alpha inh	EPAC1 ag	FUS yeast rescue	EPAC1 antagonist	IL-2 act
CCOc1cc2c(cc1OCC)-n1cccc1C(c1cc(C)c(OC)cc1C)NC2 (configuration not stated)	-6%	-7%	7%	5	4%	13%	-8%	-0.6
CC(=NCC1CCCO1)c1c(O)n(-c2ccccc2C)c(=O)[nH]c1=O (configuration not stated)	-4%	9%	-9%	6	0%	34%	-1%	2.9
Cc1ccccc1CN1CCCN(Cc2ccc(Cl)cc2)S1(=O)=O	-6%	0%	-6%	12	8%	10%	-21%	-0.3
COc1ccc2c(c1)CC1(CN2C)C(=O)NC(=O)N(c2ccc(C)cc2)C1=O (configuration not stated)	-14%	-5%	-1%	-8	-4%	u	8%	0.1
COC(=O)C1=C(c2cccc(OCc3ccccc3)c2)C[C@@H]2CC[C@H]1N2C(=O)NCCOc1ccccc1Cl	-9%	0%	2%	5	6%	u	-11%	-0.2
OC(CNC1CCCCC1)C(F)(F)F (configuration not stated)	-4%	2%	-20%	-2	-2%	-4%	10%	-0.5
O=C(CN1CCN(c2ccccc2F)CC1)Nc1cccnc1Cl	-14%	-4%	-7%	8	-11%	3%	-13%	-0.9
Nc1c(C(=O)NCC2CCCO2)c2nc3ccccc3nc2n1Cc1ccco1 (configuration not stated)	-14%	-14%	4%	-6	5%	26%	-2%	0.2
CC/C(=N\Nc1ccccc1)c1c(O)[nH]c(=O)[nH]c1=O	7%	-10%	15%	0	11%	15%	-6%	-0.1

Entries listed so far containing a furan ring, fused or not (three):
SMILES	PLK1 PBD inh	WRN inhibitor	Abeta yeast res	PI5P4K alpha inh	EPAC1 ag	FUS yeast rescue	EPAC1 antagonist	IL-2 act
Cc1cc(C)cc(N2C(=O)/C(=C\c3ccc(N4CCN(C)CC4)o3)C(=O)NC2=S)c1	119%[activator]	-19%	-1%	-9	u	19%	24%	0.2
COC(=O)C1=C(c2cc3ccccc3o2)C[C@@H]2CC[C@H]1N2C(=O)N1CCC(C)CC1	3%	4%	-2%	0	-12%	37%	-7%	-0.7
Nc1c(C(=O)NCC2CCCO2)c2nc3ccccc3nc2n1Cc1ccco1 (configuration not stated)	-14%	-14%	4%	-6	5%	26%	-2%	0.2
